Source: PubChem BioAssay
RGS4 inhibitor: blocks human RGS4-accelerated GTP hydrolysis | Transcreener GDP fluorescence polarization, RGS4-accelerated GTP hydrolysis | Potency, µM (top dose mostly 114 µM), for the others: at the top dose activity change, negative = inhibition, usual class: inhibitors | hit rate 0.039% among 390,000 | AID 504845; also: potency is read from the fitted curve at half-maximal effect; % is scaled to controls: 0 for no effect and ±100 for the full control effect; nearly all actives have a fitted effect of over 75% in size; some results filed as inactive show a strong effect at the top dose
Target sequence (P49798 whole entry, looked up): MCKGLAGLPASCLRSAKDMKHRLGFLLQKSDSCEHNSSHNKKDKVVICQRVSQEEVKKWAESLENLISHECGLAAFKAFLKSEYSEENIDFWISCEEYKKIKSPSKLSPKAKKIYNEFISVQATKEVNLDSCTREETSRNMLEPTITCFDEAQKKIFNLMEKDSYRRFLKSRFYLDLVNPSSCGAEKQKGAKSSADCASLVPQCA
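MLSMR compounds (23 nl, pin-transferred) preincubated 10 min at room temperature with a 500nM (2x) first reagent, then RGS4 at 900nM (2x) plus Transcreener GDP mix added; fluorescence polarization (620/688 nm) read before and after 90 min at 30 °C.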
12-LOX inh: inhibitors of human 12S-lipoxygenase ALOX12. Potency, µM (highest dose often 108 µM), inactives show at the top dose activity change, negative = inhibition, actives largely listed as inhibitors. hit rate 1.1% among 580,000. P18054. purified 12hLO, xylenol orange hydroperoxide absorbance; also: potency is read from the fitted curve at half-maximal effect; % is scaled to controls: 0 for no effect and ±100 for the full control effect
Target sequence (P18054 whole entry, looked up): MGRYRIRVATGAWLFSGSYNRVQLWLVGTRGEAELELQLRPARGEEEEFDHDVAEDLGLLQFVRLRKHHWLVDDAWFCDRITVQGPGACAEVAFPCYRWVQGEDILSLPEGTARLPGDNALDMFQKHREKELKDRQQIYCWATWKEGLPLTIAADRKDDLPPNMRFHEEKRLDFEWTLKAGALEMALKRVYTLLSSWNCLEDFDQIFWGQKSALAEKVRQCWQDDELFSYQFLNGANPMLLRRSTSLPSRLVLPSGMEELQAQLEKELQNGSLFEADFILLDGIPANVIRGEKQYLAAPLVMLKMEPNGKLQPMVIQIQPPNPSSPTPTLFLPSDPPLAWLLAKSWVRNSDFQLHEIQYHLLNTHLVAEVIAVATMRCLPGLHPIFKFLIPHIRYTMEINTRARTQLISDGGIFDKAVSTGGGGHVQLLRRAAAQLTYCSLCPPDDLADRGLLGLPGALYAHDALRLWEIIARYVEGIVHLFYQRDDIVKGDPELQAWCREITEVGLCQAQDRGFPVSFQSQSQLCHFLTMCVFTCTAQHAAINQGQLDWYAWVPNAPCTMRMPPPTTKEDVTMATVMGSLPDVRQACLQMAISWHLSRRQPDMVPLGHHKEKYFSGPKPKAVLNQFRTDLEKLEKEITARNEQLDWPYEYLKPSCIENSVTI
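Purified human 12hLO at 150 nM in 25 mM Hepes, 0.01% Triton X-100, pH 7.0, preincubated 15 min at room temperature with compound. Reaction started with 40 uM arachidonic acid, 30 min at room temperature. Hydroperoxide measured by Fe-xylenol orange, 573/405 nm absorbance ratio.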
Pol kappa inh: blocks human DNA polymerase kappa activity; hit rate 0.53% among 400,000; AID 588579; Q9UBT6; purified Pol kappa, fluorescent DNA synthesis assay, 10 min; Potency, µM (top dose mostly 107 µM), for inactives: at the top dose activity, negative = inhibition, most hits filed as inhibitors; also: potency is read from the fitted curve at half-maximal effect; % is scaled to controls: 0 for no effect and ±100 for the full control effect
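First, compounds were pin-transferred onto 10 nM Pol kappa. After 15 min at room temperature, substrate was added to 50 nM final. Fluorescence was then measured kinetically at 0 and 10 min.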
Pol eta inh: DNA polymerase eta (human) inhibition. hit rate 1.2% among 390,000. Potency, µM (top dose mostly 114 µM), for inactives: top-dose activity change, negative = inhibition, actives largely listed as inhibitors. Q9Y253. recombinant Pol eta, fluorescent DNA replication assay. AID 588591; also: potency is read from the fitted curve at half-maximal effect; % is scaled to controls: 0 for no effect and ±100 for the full control effect
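Pol eta (10 nM) was preincubated with compounds for 15 min at room temperature, after which fluorescent replication substrate (50 nM final) was added to start the reaction. Fluorescence was read kinetically at 0 and 10 min.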
APE1 inh: APE1 (human) endonuclease inhibition; P27695; Potency, µM (titrated, usually from 65.8 µM), for the others: at the top dose activity change, negative = inhibition, hits mostly inhibitors; recombinant APE1, TAMRA/BHQ-2 abasic DNA cleavage fluorescence; hit rate 0.35% among 350,000;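 also: potency is read from the fitted curve at half-maximal effect; plate controls were vehicle for no effect and reference inhibitor for full effect; nearly all actives have a fitted effect of over 55% in size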
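Kinetic fluorescence read (525 ex/598 em nm, three reads 60 s apart) of AP-site incision; signal = third minus first read. Enzyme 0.75 nM, dual-labelled THF duplex 50 nM, compound preincubation 15 min RT.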
LDHA inh: inhibitors of human lactate dehydrogenase A; hit rate 0.15% among 480,000; purified LDHA, NADH/diaphorase-resazurin fluorescence; active compounds read low; P00338; activity change, % (values are at about 110 or 230 µM); in the data active = activity change below about -30%; inconclusive = mostly about -25% to -30%;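 also: plate controls were DMSO wells for no effect and wells without enzyme for full effect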
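Human LDH5 at 2 nM final in Tris HCl pH 7.4 with 0.06 mM NADH and 0.2 mM pyruvate, reacted 5 minutes at room temperature. Remaining NADH coupled via diaphorase/resazurin; resorufin fluorescence read at 0 and 20 minutes, normalized to enzyme-free and DMSO wells.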
Anesthetic bind: binds horse apoferritin like a general anesthetic. P02791. apoferritin/1-aminoanthracene competitive binding, fluorescence. Potency, µM (series often up to 77.5 µM), for the others: at the highest dose activity change, negative = displacement, hits mostly inhibitors. hit rate 0.074% among 350,000; also: potency is read from the fitted curve at half-maximal effect; % is scaled to controls: 0 for no effect and ±100 for the full control effect; nearly all actives have a fitted effect of over 20% in size
Target sequence (P02791 2-175 limits assumed): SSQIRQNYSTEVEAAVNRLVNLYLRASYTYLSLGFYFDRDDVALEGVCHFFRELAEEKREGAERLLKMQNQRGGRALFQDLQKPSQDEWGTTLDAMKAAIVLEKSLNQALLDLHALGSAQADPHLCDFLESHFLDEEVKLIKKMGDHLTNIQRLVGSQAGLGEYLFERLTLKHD
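Concentration-response curves derived by four-parameter Hill fitting of normalized fluorescence, where compounds displaced 1-AMA from 10 uM horse apoferritin following a brief 10 min room-temperature incubation; propofol titration acted as positive control.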
ERG-DNA inh: ERG Ets/DNA interaction inhibition; P11308; fluorescence polarization, His-ERG Ets domain / labelled DNA; Potency, µM (top dose mostly 76.9 µM), inactives show at the top dose FP activity, negative = inhibition, most hits filed as inhibitors; hit rate 0.028% among 370,000; AID 624246; active = well fitted inhibition curve with a large enough effect in the polarisation, with a control signal flat; inconclusive = small, poorly fitted or top-dose-only effect, or effect the other way, or a change in a side signal; inactive = no such curve, though single readings can be large or run the other way; the % refers to the polarisation;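 also: polarization taken with two DNA probes labelled with fluorescein and Texas red; potency is read from the fitted curve at half-maximal effect; % of control where 0% means no effect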
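His-tagged ERG Ets domain (1 uM in the protein solution; 300mM KCl, 50mM Tris-HCl, 1mM EDTA, 1mM DTT, pH 7.5) received compound, then a probe mix of 5 nM fluorescein-DNA and 100nM Texas-615-DNA. Fluorescence polarization was read for both dyes.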
POLB inh: blocks human DNA polymerase beta activity. P06746. Pol beta primer extension/strand displacement, fluorescence kinetic. Potency, µM (series often up to 114 µM), inactives show at the top dose activity change, negative = inhibition, actives largely listed as inhibitors. hit rate 1.3% among 340,000; also: potency is read from the fitted curve at half-maximal effect; % is scaled to controls: 0 for no effect and ±100 for the full control effect
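Pol beta (10 nM) and compounds were preincubated 15 min at room temperature, then 50 nM substrate (final) started primer extension/strand displacement. Reads were taken at 0 and 10 min; concentration-response data were fitted to a four-parameter Hill equation.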
Numbers without * were called inactive; ? = inconclusive; / = not tested or not shown; & = joins results of further samples; [ ] = remark or other dose. Unless noted, calls follow the shape of the dose curve; as a rule, active = well fitted curve in the direction sought with a large enough effect; inconclusive = small, poorly fitted or top-dose-only effect, or another doubt; inactive = no such curve, though single readings can be large; an effect the other way counts as inactive or inconclusive.

SMILES	RGS4 inhibitor	12-LOX inh	Pol kappa inh	Pol eta inh	APE1 inh	LDHA inh	Anesthetic bind	ERG-DNA inh	POLB inh
O=C(NNC(=O)c1cccc2ccccc12)c1ccccc1O	21%	/	-4%	7%	-2%	7	-6%	16%	-27%
CCN(CC(=O)NCc1cccs1)C(=O)c1ccc(S(=O)(=O)Nc2ccccc2Cl)cc1	6%	11%	5%	0%	12%	-11	/	8%	/
Cc1ccnc(NC(=O)CCC(=O)N(CC(=O)NC2CCCCC2)c2ccc3c(c2)OCO3)c1	8%	-11%	-8%	-5%	1%	-6	-8%	-4%	22%
CC(C)c1ccc(NC2CCCN(C(=O)c3ccnc(Cl)c3)C2)cc1 (centres undefined)	-12%	-18%	-10%	-18%	5%	-1	-14%	-10%	7%
CCN(CC)C(=O)/C(=C/c1ccc(F)cc1)NC(C)=O	-5%	-12%	2%	-20%	0%	-5	-9%	-10%	20%
O=C(Cc1ccc([N+](=O)[O-])cc1)Nc1ccc(O)cc1C(=O)O	10%	-5%	-4%	-16%	9%	-2	-6%	10%	19%
COc1cc(C(=O)Nc2ccc3c(c2)ncn3C)cc(OC)c1OC	-10%	-1%	11%	-8%	-4%	1	-3%	5%	8%
Cc1ccc([N+](=O)[O-])cc1NC1OC(CO)C(O)C1O (centres undefined)	20%	-12%	-17%	-13%	?	-6	-10%	3%	12%
COCCc1nn2c(=O)cc(COC(=O)c3ccc(OC)c(OC)c3)nc2s1	23%	-12%	-23%	-6%	/	-10	1%	6%	-2%
COc1ccccc1CN(C)C(=O)c1cccc(S(=O)(=O)N2CCCc3ccccc32)c1	-20%	424%[activator]	-8%	-7%	-11%	-8	/	/	/
COc1ccccc1C1C=C(c2ccccc2)Nc2nnnn21 (centres undefined)	17%	?	-12%	-22%	5%	0&0	46%[activator]	0%	17%
CCOC(=O)N1CCC(NC(=O)C2CCCN(S(C)(=O)=O)C2)CC1 (centres undefined)	2%	15%	-5%	-4%	-1%	-2	-5%	/	31%

Reformatted: entries from further up.
SMILES | RGS4 inhibitor | 12-LOX inh | Pol kappa inh | Pol eta inh | APE1 inh | LDHA inh | Anesthetic bind | ERG-DNA inh | POLB inh
CCN(CC(=O)NCc1cccs1)C(=O)c1ccc(S(=O)(=O)Nc2ccccc2Cl)cc1 | 6% | 11% | 5% | 0% | 12% | -11 | / | 8% | /
Cc1ccnc(NC(=O)CCC(=O)N(CC(=O)NC2CCCCC2)c2ccc3c(c2)OCO3)c1 | 8% | -11% | -8% | -5% | 1% | -6 | -8% | -4% | 22%
CC(C)c1ccc(NC2CCCN(C(=O)c3ccnc(Cl)c3)C2)cc1 (centres undefined) | -12% | -18% | -10% | -18% | 5% | -1 | -14% | -10% | 7%
CCN(CC)C(=O)/C(=C/c1ccc(F)cc1)NC(C)=O | -5% | -12% | 2% | -20% | 0% | -5 | -9% | -10% | 20%
O=C(Cc1ccc([N+](=O)[O-])cc1)Nc1ccc(O)cc1C(=O)O | 10% | -5% | -4% | -16% | 9% | -2 | -6% | 10% | 19%
COc1cc(C(=O)Nc2ccc3c(c2)ncn3C)cc(OC)c1OC | -10% | -1% | 11% | -8% | -4% | 1 | -3% | 5% | 8%
Cc1ccc([N+](=O)[O-])cc1NC1OC(CO)C(O)C1O (centres undefined) | 20% | -12% | -17% | -13% | ? | -6 | -10% | 3% | 12%
COCCc1nn2c(=O)cc(COC(=O)c3ccc(OC)c(OC)c3)nc2s1 | 23% | -12% | -23% | -6% | / | -10 | 1% | 6% | -2%
COc1ccccc1CN(C)C(=O)c1cccc(S(=O)(=O)N2CCCc3ccccc32)c1 | -20% | 424%[activator] | -8% | -7% | -11% | -8 | / | / | /
COc1ccccc1C1C=C(c2ccccc2)Nc2nnnn21 (centres undefined) | 17% | ? | -12% | -22% | 5% | 0&0 | 46%[activator] | 0% | 17%
CCOC(=O)N1CCC(NC(=O)C2CCCN(S(C)(=O)=O)C2)CC1 (centres undefined) | 2% | 15% | -5% | -4% | -1% | -2 | -5% | / | 31%

Following part:
SMILES	RGS4 inhibitor	12-LOX inh	Pol kappa inh	Pol eta inh	APE1 inh	LDHA inh	Anesthetic bind	ERG-DNA inh	POLB inh
O=C(CSC1=Nc2ccccc2C2=NC(CC(=O)NCc3ccco3)C(=O)N12)NCc1ccco1 (centres undefined)	-34%	-23%	-31%	16µM*	7%	0	-15%	-3%	40µM*
O=C(O)c1ccc(/C=N/NC(=O)C2CC2(c2ccccc2)c2ccccc2)cc1 (centres undefined)	/	2%	/	/	6%	/	-2%	/	11%
Cc1ccc(C2CC(=O)Oc3cc(O)ccc32)cc1 (centres undefined)	10%	-26%	-14%&2%	5%	-8%[120 µM]	-1	-18%[163 µM]	75%[activator]	-7%
CC(=O)N1N=C(c2ccncc2)CC1c1ccccc1O (centres undefined)	-17%	1%	-6%	-24%	12%	-1	-2%	2%	0%
CN1CCN(C(=O)c2ccc3c(c2)N(Cc2c(F)cccc2Cl)C(=O)c2ccccc2S3)CC1	27%	-30%	-17%	-9%	/	-5	2%	-4%	-13%
O=C(Cc1ccccc1)NNC(=O)c1ccc(Br)o1	-9%	3%	-25%	-11%	-3%	-6	-7%	-5%	3%
O=C(CN1C(=O)CC(c2ccccc2)S(=O)(=O)c2ccccc21)N1CCCC1 (centres undefined)	-27%	-3%	-2%	-6%	-3%	6	-3%	8%	9%
CCOC(=O)c1cc(C#N)c(SCC(=O)c2cc(C#N)c(SC)nc2C)[nH]c1=O	-30%	?	3%	3%	-5%	1	-12%	4%	6%
O=C1c2ccccc2C(=O)N1CCc1ccccn1	24%	1%	-15%	6%	-3%	-10	2%	0%	-2%
Cc1ccccc1OCCCCn1c(C2CC(=O)N(c3ccccc3Cl)C2)nc2ccccc21 (centres undefined)	-3%	?	-12%	-1%	/	-4	237%[activator]	2%	-3%
CCOC(=O)C1CCN(C(=O)C(C)c2ccc([N+](=O)[O-])cc2)CC1 (centres undefined)	11%	1%	-9%	-3%	16%	-1	-6%	2%	10%
O=C(NCCc1ccccc1)C1CCC(=O)N(CCCN2CCCC2=O)C1 (centres undefined)	22%	3%	-22%	-7%	14%	-9	3%	-2%	13%
Cn1cnnc1Sc1ccc(/C=C/C(=O)c2ccc(O)cc2)cc1[N+](=O)[O-]	-42%	-2%	-10%	50µM*	?	-1	-11%	-12%	39%
CCN(C(=O)CSc1ncccn1)c1cccc2ccccc12	14%	?	16%	-6%	52%[activator]	-3	/	0%	/
CCc1nc2c(cnn2-c2ccc(C)cc2)c(=O)n1-c1ccc(C)cc1	-8%	-3%	1%	-18%	/	-4	55%[activator]	-1%	-18%
COc1cc(C(=O)NC2CC(C)(C)CC(C)(C)C2)ccc1OC1CCN(C(C)=O)CC1	20%	0%	-4%	-4%	17%	2	-16%	14%	30%
COC(=O)c1cn(NC(=O)Cc2ccc(OC)c(OC)c2)c(=O)c2ccccc12	34%	3%	-14%	-10%	-10%	-3	-3%	-1%	-12%
CCC(C)NC(=O)c1ccc(-n2c(-c3ccccc3)cc3c2CCCC3)cc1 (centres undefined)	10%	-9%	-13%	-3%	/	-6	42%[activator]	3%	4%
O=C(N/N=C/c1ccc([N+](=O)[O-])cc1)c1cccc2cc[nH]c12	10%[56.9 µM]	22%	-2%	-14%	-2%	-10	-5%	-2%	36%
CC1(C)CSC(=NCCc2ccccc2)N1C(=O)c1ccc(C#N)cc1	17%	-24%	-3%	-18%	6%	1	-19%	1%	13%
COc1cc(/C=N/NC(=O)C[n+]2ccccc2)cc(OC)c1OC	-19%	1%	-3%	-17%	0%	-1	-6%	4%	3%
Cc1ccc(NC(=S)N2CCC(NC(=O)c3ccc(C)cc3)CC2)cc1	-26%	-31%	-19%	-18%	-13%	-5	-9%	-9%	2%
CC(Oc1ccc(S(=O)(=O)N2CCCC2)cc1[N+](=O)[O-])C(=O)NC(C)c1ccccc1 (centres undefined)	14%	-14%	1%	-26%	0%	-1	/	7%	/
O=C(NC(=S)NNC(=O)c1cnccn1)c1ccc(F)cc1	-40%	?	3%	-18%	10%	2	-5%	-9%	-11%
NS(=O)(=O)c1cccnc1Nc1cccc(Cl)c1Cl	7%	-18%	1%	-15%	3%	-3	?	-1%	0%
COc1ccc(-c2cn3nc(N4CCCC(C(=O)NCc5ccc(Cl)cc5)C4)sc3n2)cc1 (centres undefined)	-29%	-19%	-9%[60.1 µM]	-9%	/	-3	0%	-2%	-21%
C=CCNC(=O)C1CCC(=O)N1S(=O)(=O)c1ccc(C)cc1 (centres undefined)	4%	11%	-10%	9%	-12%	-5	-3%	10%	-29%
COC(=O)c1c(NC(=O)CN2CCOCC2)sc2c1CCC(C)C2 (centres undefined)	-49%	?	-8%	?	12%	3	-9%	-1%	-18%
O=[N+]([O-])c1cc(-c2cnc3ccccc3n2)ccc1Oc1ccc(Cl)cc1	-2%	-15%	12%	-10%	-5%	-1	-17%	3%	-25%

Only part of the results is shown; count on the stated rates, not on these rows.
